mIAP inh: mouse IAP inhibition; inhibition, % at 10 µM; actives 0.2% (n = 330,000); purified mouse IAP, CDP-Star luminescence, 30 min;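 active = inhibition of at least 40% at 10 µM in the primary screen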;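 note: plate controls were DMSO with enzyme for no effect and no enzyme wells for full effect; values of inactives mirror those of a sister screen read the other way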
NLRP3 yeast inh: inhibitors of NALP3 inflammasome in yeast; Yeast reconstituted NLRP3/ASC/caspase-1, beta-gal luminescence, 24 h; inhibition, % at 10 µM; actives 0.39% (n = 330,000); AID 2825;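 active = inhibition of 50% or more; inactive = inhibition below 50%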;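 note: plate controls were induced DMSO wells for no effect and uninduced yeast grown without galactose for full effect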
Apaf-1 inh: human Apaf-1 inhibition | actives 0.71% (n = 330,000) | reconstituted apoptosome caspase-3 activity, DEVD-Rh110 fluorescence | inhibition, % at 20 µM; active = inhibition of at least 40% at 20 µM;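 note: plate controls were DMSO wells for no effect and DEVD-CHO caspase inhibitor wells for full effect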
Target sequence (O14727 whole entry, looked up): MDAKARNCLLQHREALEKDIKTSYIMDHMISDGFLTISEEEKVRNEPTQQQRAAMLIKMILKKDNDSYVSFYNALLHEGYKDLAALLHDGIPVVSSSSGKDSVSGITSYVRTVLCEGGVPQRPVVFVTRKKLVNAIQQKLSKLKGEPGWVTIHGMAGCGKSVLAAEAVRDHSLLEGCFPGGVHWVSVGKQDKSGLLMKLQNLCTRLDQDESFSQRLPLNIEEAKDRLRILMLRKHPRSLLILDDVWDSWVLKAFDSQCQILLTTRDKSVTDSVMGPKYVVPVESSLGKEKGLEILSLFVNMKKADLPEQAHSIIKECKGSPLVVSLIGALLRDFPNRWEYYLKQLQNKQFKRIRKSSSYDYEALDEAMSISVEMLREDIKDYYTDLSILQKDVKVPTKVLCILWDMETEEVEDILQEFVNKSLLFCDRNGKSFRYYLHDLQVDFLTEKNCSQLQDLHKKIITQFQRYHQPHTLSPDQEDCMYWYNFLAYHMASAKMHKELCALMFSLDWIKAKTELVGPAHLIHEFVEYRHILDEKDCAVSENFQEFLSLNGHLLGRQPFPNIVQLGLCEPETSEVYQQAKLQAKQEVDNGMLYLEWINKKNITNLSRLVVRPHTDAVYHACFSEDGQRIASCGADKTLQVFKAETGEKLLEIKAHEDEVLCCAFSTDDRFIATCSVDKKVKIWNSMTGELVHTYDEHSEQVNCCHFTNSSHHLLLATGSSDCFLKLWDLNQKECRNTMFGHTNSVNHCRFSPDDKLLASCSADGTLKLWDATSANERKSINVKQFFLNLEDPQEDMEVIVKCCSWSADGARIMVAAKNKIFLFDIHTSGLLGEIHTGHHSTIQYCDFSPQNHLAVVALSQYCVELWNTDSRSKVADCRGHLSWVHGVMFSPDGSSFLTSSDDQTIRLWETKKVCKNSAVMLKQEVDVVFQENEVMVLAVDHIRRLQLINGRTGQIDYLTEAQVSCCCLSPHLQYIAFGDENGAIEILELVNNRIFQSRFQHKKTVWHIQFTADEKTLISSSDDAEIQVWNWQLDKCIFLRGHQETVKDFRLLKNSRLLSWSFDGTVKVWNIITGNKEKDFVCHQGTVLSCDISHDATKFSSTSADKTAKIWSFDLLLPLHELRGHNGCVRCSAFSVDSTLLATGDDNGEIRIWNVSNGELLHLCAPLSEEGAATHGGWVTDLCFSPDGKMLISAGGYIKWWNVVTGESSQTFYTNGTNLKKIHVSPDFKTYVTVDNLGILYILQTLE
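Material: cell-free apoptosome with Apaf-1, procaspase-3 and caspase-9; Buffer or medium: Hepes pH 7.5 with detergent and BSA; Reagent: cytochrome c trigger plus (Z-DEVD)2-Rh110 caspase-3 substrate; Times: compound with Apaf-1, dATP, procaspase-3 30 min, then 50 min reaction, room temperature; Technique: Rh110 fluorescence intensity.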
hIAP block: blocks human intestinal alkaline phosphatase; purified IAP, CDP-Star luminescence, 30 min; inhibition, % at 10 µM; actives 0.12% (n = 330,000); AID 2544;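 active = inhibition reaching a set limit with compound at 10 µM in the primary screen, cut at about 35% in these data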;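 note: plate controls were DMSO wells with enzyme for no effect and no-enzyme buffer wells for full effect; values of inactives mirror those of a sister screen read the other way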
tim10-1 inh: growth inhibitors of tim10-1 mutant yeast | S. cerevisiae tim10-1 ts strain growth, BacTiter-Glo, 24 h | inhibition, % at 20 µM | actives 2.2% (n = 330,000);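 active = inhibition of at least 40%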;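 note: mutant grown at 25 °C; 0% = DMSO wells with yeast and 100% = wells holding no yeast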
TIM10 inh: growth inhibitors of TIM10 yeast strain; S. cerevisiae TIM10 strain growth, BacTiter-Glo luminescence, 24 h; inhibition, % at 10 µM; actives 1.4% (n = 330,000); AID 463195;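 active = inhibition of 40% or more at the single tested concentration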;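 note: wild-type TIM10 isogenic control strain grown at permissive 25 °C; 0% = DMSO yeast wells and 100% = minimal medium wells without yeast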
ATG4B inh: ATG4B (human) cysteine protease inhibition; AID 504462; Q9Y4P1; inhibition, % at 8.33 µM; actives 0.51% (n = 340,000); ATG4B cleavage of LC3-PLA2, NBD-HPC fluorescence, 1 h; in the data active = inhibition above about 40%
hIAP act: increases human intestinal alkaline phosphatase activity; P09923; purified human IAP, CDP-Star luminescence, 30 min; active compounds read high; 1 = vehicle-only enzyme, 0 = enzyme-free background; activation factor at 10 µM; actives 0.16% (n = 330,000);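 active = activation factor of the enzyme at least 2-fold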; note: the source names both 10 and 20 µM as test concentration; values of inactives mirror those of a sister screen read the other way
mIAP act: increases mouse intestinal alkaline phosphatase activity | muIAP, CDP-Star luminescence, 30 min; active compounds read high; 1 = vehicle-only enzyme signal, 0 = enzyme-free wells | activation factor at 10 µM | actives 0.24% (n = 330,000) | AID 2805;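 active = activation factor of at least 2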; note: the source names both 10 and 20 µM as test concentration; values of inactives mirror those of a sister screen read the other way
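System: Mouse IAP enzyme | Also added: CDP-Star substrate | Dosing: Compounds dispensed in DMSO | Schedule: 30 min enzyme-substrate-compound incubation at room temperature | Technique: Chemiluminescence readout | Control set: DMSO-only wells and no-enzyme negative control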
* hit, by the source's call; / = no result given.

SMILES	mIAP inh	NLRP3 yeast inh	Apaf-1 inh	hIAP block	tim10-1 inh	TIM10 inh	ATG4B inh	hIAP act	mIAP act
CC(C)C(=O)Nc1ccc2c(c1)nc(CCN1CCN(c3ccccn3)CC1)n2C	0	13	2	-2	7	7	-2	1	1
CCn1cc(C(C)NC(=O)Nc2ccc3c(c2)OCO3)c(C)n1 (centres undefined)	-12	2	-7	9	-7	-1	-8	0.91	1.1
COc1ccc(N2CCN(C(CNC(=O)C(=O)NCCc3c[nH]c4ccccc34)c3ccco3)CC2)cc1 (centres undefined)	4	6	-1	5	15	-5	2	0.95	0.96
COc1ccc(C(=O)NCc2cn3cccc(C)c3n2)cc1OC	-1	4	-10	0	-5	-2	-8	1	1
CC1=C(C)CC(C(=O)Nc2ccc(C(=O)N3CCOCC3)cc2)C(C(=O)O)C1 (centres undefined)	-8	8	6	-11	26	8	2	1.1	1.1
C/C(N)=C(/C#N)C(=O)CSc1nc2ccccc2n1CC(C)C	6	4	7	-2	8	20	2	1	0.94
C/C(CC(=O)NCc1ccc(Cl)cc1)=N\NC(=O)COc1ccc(C)cc1Br	1	22	2	10	27	-1	-29	0.9	0.99
Cc1ccc(C(C)C)c(OCCn2c(=O)oc3ccccc32)c1	-1	31	26	1	13	-22	8	0.99	1
CC(C)N(C(=O)NC(=O)NCC1CCCO1)S(C)(=O)=O (centres undefined)	4	8	-13	-1	17	-4	3	1	0.96
Cc1c(NS(=O)(=O)c2cc(C(=O)N(C)Cc3ccccc3)ccc2Cl)c(=O)n(-c2ccccc2)n1C	7	-4	-2	-10	-7	2	2	1.1	0.93
COC(=O)CCCCCNc1ccc(C(=O)OC)cc1N	8	14	-4	-7	1	5	-9	1.1	0.92
CN(C)C1C(=O)c2ccccc2C1=O	-2	16	-7	-22	2	-12	-3	1.2	1
C=CCn1c(SCc2csc(C)n2)nc2sc3c(c2c1=O)CCCCC3	2	-7	16	-10	28	27	4	1.1	0.98
Cc1cc(C)c2c(=O)[nH]c(SCC(=O)Nc3cccc(S(=O)(=O)N(C)C)c3)nc2n1	-6	11	2	11	12	13	-5	0.89	1.1
COc1ccc(C(=O)NCC(c2ccco2)N2CCc3ccccc32)c(OC)c1 (centres undefined)	5	19	22	8	15	18	6	0.92	0.95
O=C1CCCN1CCC12CC3CC(CC(C3)C1)C2	-15	28	11	-6	41*	12	4	1.1	1.1
CCS(=O)(=O)Nc1cc(C(=O)OC)ccc1C(=O)OC	11	19	-10	24	12	0	1	0.76	0.89
CCCCCN(C(=O)CCC(=O)OCCOc1cccc(Cl)c1)c1c(N)n(CCCC)c(=O)[nH]c1=O	-11	7	10	-11	-15	0	-8	1.1	1.1
CCS(=O)(=O)N1CCC(C(=O)NCc2ccccn2)CC1	3	-4	-13	12	-8	0	-8	0.88	0.97
COc1ccc(CCNC(=O)COC(=O)c2ccc(C)s2)cc1OC	3	12	-17	6	3	-6	-10	0.94	0.97
CCCCc1cc(C)c(S(=O)(=O)c2ccccc2C)c(=O)[nH]1	2	18	1	3	15	29	-4	0.97	0.98
CCCOc1ccc(CC(=O)NCc2ccco2)cc1OC	0	-1	-4	-7	-7	-2	-9	1.1	1
CS(=O)(=O)Nc1nnc(Cc2ccccc2)s1	-4	12	-9	-3	6	-13	-5	1	1
COc1ccc(S(=O)(=O)Nc2cc(C)c(O)c(S(=O)(=O)c3ccccc3)c2)cc1	2	2	-3	4	20	20	6	0.96	0.98
Cc1ccc(S(=O)(=O)N(C(=O)c2ccncc2)c2ccc3oc4c(c3c2)CCCC4)cc1[N+](=O)[O-]	12	22	0	-5	34	24	1	1.1	0.88

Further entries
SMILES	mIAP inh	NLRP3 yeast inh	Apaf-1 inh	hIAP block	tim10-1 inh	TIM10 inh	ATG4B inh	hIAP act	mIAP act
COc1cc(C(=O)N(C)c2nnc(-c3cccnc3)s2)cc(OC)c1OC	-2	12	0	6	20	14	/	0.94	1
CC1CN(C(=O)CSc2nnc(C3CCCCC3)n2N)CC(C)O1 (centres undefined)	3	20	6	3	8	8	-2	0.97	0.97
CCCCC1C2C(=O)N(c3ccccc3)C(=O)C2ON1c1ccccc1 (centres undefined)	-1	-3	3	8	16	14	-1	0.92	1
O=C(CN1CCN(c2cccc(Cl)c2)CC1)N1CCCC1	0	1	-8	4	15	6	-11	0.96	1
COc1cc(C2NC(=O)NC(C)=C2C(=O)OCC2CCCCC2)cc(Cl)c1O (centres undefined)	5	5	14	2	-3	-3	-2	0.98	0.95
CCCN1CCN(CCCNC(=S)Nc2ccc(OC)cc2)CC1	8	8	4	-5	-11	-3	-3	1.1	0.92
O=c1cc(-c2ccccc2)nc(/C=C/c2ccccc2)[nH]1	9	-5	0	0	6	6	7	1	0.91
CCCc1[nH]nc2c1C(CCC)C(C#N)=C(N)O2 (centres undefined)	6	9	9	-5	13	10	-5	1	0.94
Cc1ccc(N(CCC#N)C(=O)COC(=O)c2cc(C)oc2C)cc1	5	17	-4	11	18	7	-12	0.89	0.95
CC12CCC(=O)N1C(C(=O)Nc1ccc(SC(F)F)cc1)CS2 (centres undefined)	4	14	6	-10	21	25	-5	1.1	0.96
CC1(C)CC(=O)c2cnc(NC(=O)c3ccco3)nc2C1	-9	9	-2	-30	15	10	-5	1.3	1.1
CN(CCCS(=O)(=O)[O-])c1ccc(/C=C/c2ccc3ccccc3[n+]2C)cc1	2	2	10	19	43*	8	-8	0.81	0.98
CCC(=O)N1CCN(c2ccc(NC(=O)COc3ccccc3[N+](=O)[O-])cc2)CC1	-11	-9	-7	-12	1	-14	2	1.1	1.1
CCCC(=O)Nc1ccc(C(=O)COC(=O)C2CC2)cc1	7	8	-8	17	-5	-3	4	0.83	0.93
COc1ccc(/C=C(\C#N)C(=O)OCC(=O)N2CC(C)OC(C)C2)cc1 (centres undefined)	-5	25	-11	-3	20	10	0	1	1
CCc1ccc(NC(=O)COc2cccc(-n3cnnn3)c2)cc1	-6	16	8	8	23	-16	7	0.92	1.1
COc1ccccc1N1C(=O)CCC1(C#N)c1ccc(Br)cc1 (centres undefined)	8	12	-10	0	17	4	-5	1	0.92
CCN(CC(=O)NCCc1ccccc1)S(=O)(=O)c1ccccc1	-1	18	15	9	15	-12	-4	0.91	1
COc1cc(C(=O)NC(=S)N(CCC#N)Cc2cccnc2)cc(OC)c1OC	-3	8	-8	12	11	-3	12	0.88	1
CC(C)c1ccc2c(c1)C1(NN=C(c3ccccc3)S1)C(=O)N2 (centres undefined)	14	1	7	-28	28	51*	-4	1.3	0.86
Cc1nc(=O)c(-c2ccccc2)c(C)n1-c1ccccc1C(=O)O	-5	-5	-7	0	4	-1	-7	1	1.1
CCCCn1c(N)c(N(CC(C)C)C(=O)C2CCN(C(=O)c3ccc(Cl)cc3)CC2)c(=O)[nH]c1=O	-3	22	5	18	13	-3	4	0.82	1
O=C(CSc1nc2[nH]c(=O)[nH]c(=O)c2s1)Nc1cccc(F)c1	-3	8	-12	3	-10	13	-14	0.97	1
Cc1[nH]c(-c2ccc(F)cc2)cc1C(=O)N1CCN(c2ccccc2)CC1	-1	10	18	8	37	25	-21	0.92	1
COCC(C)n1c(C)cc(C(=O)COC(=O)CCc2nc3ccccc3c(=O)[nH]2)c1C (centres undefined)	9	2	-3	-6	13	12	-9	1.1	0.91

Retrieved by compound from the list above:
SMILES	mIAP inh	NLRP3 yeast inh	Apaf-1 inh	hIAP block	tim10-1 inh	TIM10 inh	ATG4B inh	hIAP act	mIAP act
CC(C)c1ccc2c(c1)C1(NN=C(c3ccccc3)S1)C(=O)N2 (centres undefined)	14	1	7	-28	28	51*	-4	1.3	0.86
CCN(CC(=O)NCCc1ccccc1)S(=O)(=O)c1ccccc1	-1	18	15	9	15	-12	-4	0.91	1
Cc1ccc(N(CCC#N)C(=O)COC(=O)c2cc(C)oc2C)cc1	5	17	-4	11	18	7	-12	0.89	0.95

Complete entries as entered above:
COc1cc(C(=O)NC(=S)N(CCC#N)Cc2cccnc2)cc(OC)c1OC reads mIAP inh = -3; NLRP3 yeast inh = 8; Apaf-1 inh = -8; hIAP block = 12; tim10-1 inh = 11; TIM10 inh = -3; ATG4B inh = 12; hIAP act = 0.88; mIAP act = 1
CCc1ccc(NC(=O)COc2cccc(-n3cnnn3)c2)cc1 reads mIAP inh = -6; NLRP3 yeast inh = 16; Apaf-1 inh = 8; hIAP block = 8; tim10-1 inh = 23; TIM10 inh = -16; ATG4B inh = 7; hIAP act = 0.92; mIAP act = 1.1

Ordered by value in hIAP block (descending): some entries from above.
compound | mIAP inh | NLRP3 yeast inh | hIAP block | ATG4B inh | hIAP act | mIAP act
CN(CCCS(=O)(=O)[O-])c1ccc(/C=C/c2ccc3ccccc3[n+]2C)cc1 | 2 | 2 | 19 | -8 | 0.81 | 0.98
COc1cc(C(=O)NC(=S)N(CCC#N)Cc2cccnc2)cc(OC)c1OC | -3 | 8 | 12 | 12 | 0.88 | 1
Cc1ccc(N(CCC#N)C(=O)COC(=O)c2cc(C)oc2C)cc1 | 5 | 17 | 11 | -12 | 0.89 | 0.95
COc1ccc(CCNC(=O)COC(=O)c2ccc(C)s2)cc1OC | 3 | 12 | 6 | -10 | 0.94 | 0.97

Next section.
SMILES	mIAP inh	NLRP3 yeast inh	Apaf-1 inh	hIAP block	tim10-1 inh	TIM10 inh	ATG4B inh	hIAP act	mIAP act
CC(C)Oc1ccc(C(=O)Nc2ccccc2N2CCOCC2)cc1	-1	19	-1	-13	38	1	7	1.1	1
O=C(COC(=O)c1ccc(OC(F)F)cc1)NCCC1=CCCCC1	10	15	3	1	21	-5	-56	0.99	0.9
Cc1cccn2c(=O)c(C(=O)NC3CCCCC3)c(O)nc12	-6	41	4	12	43*	15	6	0.88	1.1
O=C(NCC(c1ccco1)N1CCN(c2ccccc2F)CC1)OCc1ccccc1 (centres undefined)	-10	-2	16	0	16	-1	8	1	1.1
O=C(COC(=O)CCc1ccccc1)NC1CCS(=O)(=O)C1 (centres undefined)	9	21	2	2	4	-9	1	0.97	0.91
N/C(=N\OC(=O)c1ccoc1)c1ccc(Br)cc1	2	5	3	-18	59*	71*	-3	1.2	0.98
COCCn1cc(C(=S)N2CCCCC2)c2ccccc21	3	23	-1	4	9	6	3	0.96	0.97
C#CCNC(=O)/C=C/c1ccc(C)cc1	7	33	9	-13	8	10	-6	1.1	0.93
N#Cc1ncc(C(F)(F)F)cc1Oc1cccnc1	7	7	-3	0	-14	1	12	1	0.93
O=C(c1ccc(Cl)c(NC2=NC3CS(=O)(=O)CC3S2)c1)N1CCN(c2ccc(F)cc2)CC1 (centres undefined)	-4	2	4	-7	4	3	-9	1.1	1
O=C(c1cc(=O)[nH]c2ccccc12)N1CCc2ccccc2C1	-11	-12	3	10	23	-1	1	0.9	1.1

Another view of 2 compounds above.
> O=C1CCCN1CCC12CC3CC(CC(C3)C1)C2
  mIAP inh: -15; NLRP3 yeast inh: 28; Apaf-1 inh: 11; hIAP block: -6; tim10-1 inh: 41*; TIM10 inh: 12; ATG4B inh: 4; hIAP act: 1.1; mIAP act: 1.1

> CCS(=O)(=O)Nc1cc(C(=O)OC)ccc1C(=O)OC
  mIAP inh: 11; NLRP3 yeast inh: 19; Apaf-1 inh: -10; hIAP block: 24; tim10-1 inh: 12; TIM10 inh: 0; ATG4B inh: 1; hIAP act: 0.76; mIAP act: 0.89

Screening results deposited in PubChem by Sanford-Burnham Center for Chemical Genomics.
